Screens as filed in PubChem.
MBNL1-CUG inh = qHTS Assay for Inhibitors of MBNL1-poly(CUG) RNA binding; Muscleblind-like protein 1 (Homo sapiens), Q9NR56; TR-FRET MBNL1-His/biotin-(CUG)12 binding, 665/545 ratio; Potency, µM (series often up to 57.5 µM), inactives show top-dose activity change, negative = inhibition, actives largely listed as inhibitors; actives 0.036% (n = 280,000); active means well fitted inhibition curve with a large enough effect in the signal ratio, with a control signal flat, not every such curve was filed as active; inconclusive means small, poorly fitted or top-dose-only effect, or effect the other way, or a change in a side signal; inactive means no such curve, though single readings can be large or run the other way; the % refers to the signal ratio; further: on the % scale 0 is the no-effect control and ±100 the full control effect
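TR-FRET readout: Ex 340 nm, 665/545 nm emission ratio, normalized to buffer-only (basal) and MBNL1-(CUG)12 controls. Complex of MBNL1-His with Biotin-(CUG)12, compounds 92 nM–58 uM, incubated 60 min at room temperature.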
NPC1 prom act = qHTS Assay for NPC1 Promoter Activators. actives 2.4% (n = 320,000). Potency, µM (top dose mostly 9.22 µM), inactives show at the top dose activation, usual class: activators. Huh7 NPC1 promoter luciferase reporter, 24 h;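 further: % of control where 0% means no effect; nearly all actives have a fitted effect of over 60% in size; reporter is driven by a mutant NPC1 promoter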
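Compounds in DMSO were transferred onto Huh7 NPC1-luciferase reporter cells pre-incubated 2 h; after 24 h at 37 °C, Amplite reagent was dispensed and luminescence recorded 10 min later.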
p53 reactivation = qHTS assay for re-activators of p53 using a Luc reporter; Potency, µM (highest dose often 92.2 µM), without a hit: at the highest dose activity change, positive = activation, hits mostly activators; actives 0.063% (n = 320,000); H1299 p53-A138V BP100-luciferase reporter, luminescence, 24 h; AID 504706, 2011; further: % of control where 0% means no effect; nearly all actives have a fitted effect of over 45% in size
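H1299 (p53-null), stable ts p53-A138V + BP100-Luc; 1000 cells/well, Opti-MEM/10% FBS; cpd 4 pt, 1:5; 24 h, 37 deg C, 5% CO2; detection reagent 10 min RT; luminescence.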
MLL CXXC-DNA inh = qHTS Fluorescence Polarization Assay for Inhibitors of MLL CXXC domain - DNA interaction; Histone-lysine N-methyltransferase 2A (Homo sapiens), Q03164; MLL-CXXC / FITC-HOXA9 DNA fluorescence polarization; Potency, µM (series often up to 115 µM), for the others: at the highest dose activity change, negative = inhibition, hits mostly inhibitors; actives 0.037% (n = 290,000); AID 2662, 2010; active means well fitted inhibition curve with a large enough effect in the polarisation, with a control signal flat, not every such curve was filed as active; inconclusive means small, poorly fitted or top-dose-only effect, or effect the other way, or a change in a side signal; inactive means no such curve, though single readings can be large or run the other way; the % refers to the polarisation
Target sequence (Q03164 whole entry, looked up, the tested form may be a part): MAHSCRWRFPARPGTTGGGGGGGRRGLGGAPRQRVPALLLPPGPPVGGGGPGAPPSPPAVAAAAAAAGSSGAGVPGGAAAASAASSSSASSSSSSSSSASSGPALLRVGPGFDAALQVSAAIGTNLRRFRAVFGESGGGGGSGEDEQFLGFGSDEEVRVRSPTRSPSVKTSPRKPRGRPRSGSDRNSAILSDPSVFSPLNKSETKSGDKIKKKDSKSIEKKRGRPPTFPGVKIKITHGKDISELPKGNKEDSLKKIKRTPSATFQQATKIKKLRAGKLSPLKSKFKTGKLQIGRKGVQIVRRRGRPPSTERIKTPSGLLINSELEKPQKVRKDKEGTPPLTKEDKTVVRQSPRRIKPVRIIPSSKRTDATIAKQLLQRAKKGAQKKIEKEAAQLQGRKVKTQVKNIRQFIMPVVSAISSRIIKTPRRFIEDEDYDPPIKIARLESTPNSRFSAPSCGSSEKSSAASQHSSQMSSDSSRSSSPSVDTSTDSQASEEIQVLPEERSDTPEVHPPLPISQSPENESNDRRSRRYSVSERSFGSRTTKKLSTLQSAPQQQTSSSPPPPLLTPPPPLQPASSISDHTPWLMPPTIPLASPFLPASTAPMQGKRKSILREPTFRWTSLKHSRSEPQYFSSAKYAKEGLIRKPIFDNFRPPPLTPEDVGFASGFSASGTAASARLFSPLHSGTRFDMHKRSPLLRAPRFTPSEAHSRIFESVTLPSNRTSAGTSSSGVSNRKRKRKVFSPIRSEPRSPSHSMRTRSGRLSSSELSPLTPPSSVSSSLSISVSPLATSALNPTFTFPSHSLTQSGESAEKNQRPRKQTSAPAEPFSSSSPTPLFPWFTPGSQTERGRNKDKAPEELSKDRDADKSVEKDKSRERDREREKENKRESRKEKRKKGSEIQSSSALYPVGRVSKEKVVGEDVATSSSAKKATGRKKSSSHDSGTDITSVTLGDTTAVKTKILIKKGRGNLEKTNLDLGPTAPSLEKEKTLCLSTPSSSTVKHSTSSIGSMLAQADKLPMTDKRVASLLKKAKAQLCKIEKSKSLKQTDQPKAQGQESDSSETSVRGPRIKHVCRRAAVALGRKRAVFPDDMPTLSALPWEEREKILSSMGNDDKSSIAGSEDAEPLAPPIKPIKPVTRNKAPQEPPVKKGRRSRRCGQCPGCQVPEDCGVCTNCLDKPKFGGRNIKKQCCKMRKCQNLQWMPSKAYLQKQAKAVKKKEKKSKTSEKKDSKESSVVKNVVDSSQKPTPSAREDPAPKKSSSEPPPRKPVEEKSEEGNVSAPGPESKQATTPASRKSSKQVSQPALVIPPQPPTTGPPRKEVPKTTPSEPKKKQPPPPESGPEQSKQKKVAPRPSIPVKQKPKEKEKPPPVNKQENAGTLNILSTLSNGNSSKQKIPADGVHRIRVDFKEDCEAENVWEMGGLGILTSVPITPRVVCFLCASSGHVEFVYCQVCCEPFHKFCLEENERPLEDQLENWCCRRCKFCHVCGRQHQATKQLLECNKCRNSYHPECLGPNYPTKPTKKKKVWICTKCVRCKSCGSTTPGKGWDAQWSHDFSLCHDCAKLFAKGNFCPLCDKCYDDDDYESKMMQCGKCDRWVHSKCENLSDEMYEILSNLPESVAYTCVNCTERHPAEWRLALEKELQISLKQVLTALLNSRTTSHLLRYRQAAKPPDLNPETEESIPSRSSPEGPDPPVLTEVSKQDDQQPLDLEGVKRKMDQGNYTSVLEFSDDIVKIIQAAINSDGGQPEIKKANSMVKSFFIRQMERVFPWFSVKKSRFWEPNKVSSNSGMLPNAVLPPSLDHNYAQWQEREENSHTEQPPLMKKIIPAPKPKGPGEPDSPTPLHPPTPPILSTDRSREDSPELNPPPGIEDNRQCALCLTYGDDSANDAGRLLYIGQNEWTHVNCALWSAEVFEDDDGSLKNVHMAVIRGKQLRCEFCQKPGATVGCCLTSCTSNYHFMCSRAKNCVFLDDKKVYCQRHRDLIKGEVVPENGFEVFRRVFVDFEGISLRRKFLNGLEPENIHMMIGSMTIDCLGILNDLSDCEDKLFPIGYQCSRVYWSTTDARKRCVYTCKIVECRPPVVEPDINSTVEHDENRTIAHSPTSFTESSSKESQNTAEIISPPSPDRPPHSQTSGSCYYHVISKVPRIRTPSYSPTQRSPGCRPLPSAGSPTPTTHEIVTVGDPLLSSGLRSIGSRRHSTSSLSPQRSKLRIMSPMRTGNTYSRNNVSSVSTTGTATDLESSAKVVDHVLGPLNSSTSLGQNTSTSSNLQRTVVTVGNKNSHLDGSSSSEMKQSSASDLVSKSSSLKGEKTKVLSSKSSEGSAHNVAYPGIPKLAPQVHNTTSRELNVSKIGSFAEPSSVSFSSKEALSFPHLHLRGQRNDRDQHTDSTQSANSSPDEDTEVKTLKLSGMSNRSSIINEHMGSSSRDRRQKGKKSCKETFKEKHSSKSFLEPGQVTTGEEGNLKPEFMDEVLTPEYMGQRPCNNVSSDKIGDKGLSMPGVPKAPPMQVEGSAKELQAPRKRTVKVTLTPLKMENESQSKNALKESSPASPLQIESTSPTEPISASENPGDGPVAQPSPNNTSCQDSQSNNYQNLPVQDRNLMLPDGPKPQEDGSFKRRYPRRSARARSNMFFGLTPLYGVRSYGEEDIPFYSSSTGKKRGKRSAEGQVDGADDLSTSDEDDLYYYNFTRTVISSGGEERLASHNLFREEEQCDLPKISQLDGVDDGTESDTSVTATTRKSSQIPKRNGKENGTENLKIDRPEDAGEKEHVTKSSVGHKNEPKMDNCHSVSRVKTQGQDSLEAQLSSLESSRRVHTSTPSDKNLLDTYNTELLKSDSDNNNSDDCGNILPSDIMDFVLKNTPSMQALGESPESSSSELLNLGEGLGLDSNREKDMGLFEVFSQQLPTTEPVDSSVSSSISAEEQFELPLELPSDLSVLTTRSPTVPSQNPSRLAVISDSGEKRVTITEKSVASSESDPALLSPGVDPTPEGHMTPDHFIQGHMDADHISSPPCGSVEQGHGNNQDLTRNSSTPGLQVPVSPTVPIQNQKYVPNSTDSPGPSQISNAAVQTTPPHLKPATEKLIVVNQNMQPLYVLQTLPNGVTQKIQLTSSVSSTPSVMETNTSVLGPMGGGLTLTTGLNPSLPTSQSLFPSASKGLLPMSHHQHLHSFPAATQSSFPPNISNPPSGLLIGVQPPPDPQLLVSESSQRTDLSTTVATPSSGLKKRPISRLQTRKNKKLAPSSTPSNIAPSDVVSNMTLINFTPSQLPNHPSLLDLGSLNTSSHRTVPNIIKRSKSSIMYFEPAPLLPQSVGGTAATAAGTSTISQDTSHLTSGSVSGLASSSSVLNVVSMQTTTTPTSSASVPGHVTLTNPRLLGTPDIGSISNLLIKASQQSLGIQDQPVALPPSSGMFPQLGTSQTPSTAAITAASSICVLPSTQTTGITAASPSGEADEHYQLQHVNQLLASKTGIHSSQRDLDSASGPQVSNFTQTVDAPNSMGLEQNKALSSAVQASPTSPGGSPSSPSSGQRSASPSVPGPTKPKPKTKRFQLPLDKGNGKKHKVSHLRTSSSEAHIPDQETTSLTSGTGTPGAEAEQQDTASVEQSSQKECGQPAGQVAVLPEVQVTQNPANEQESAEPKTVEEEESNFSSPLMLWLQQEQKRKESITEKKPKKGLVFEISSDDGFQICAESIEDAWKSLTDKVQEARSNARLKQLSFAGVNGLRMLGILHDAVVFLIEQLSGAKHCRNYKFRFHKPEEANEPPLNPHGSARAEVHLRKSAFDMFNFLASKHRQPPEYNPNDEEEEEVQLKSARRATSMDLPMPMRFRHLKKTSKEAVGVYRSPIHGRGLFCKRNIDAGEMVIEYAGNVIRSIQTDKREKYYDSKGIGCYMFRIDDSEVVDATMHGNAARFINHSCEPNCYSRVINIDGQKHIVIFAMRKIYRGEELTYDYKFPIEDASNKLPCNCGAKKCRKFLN
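Steps: dispense CXXC domain solution (7 uM) → pin compounds or unlabeled HOX-A9 DNA control → 5 min ambient → add FLSN-HOX-A9 solution (50 nM) → spin → 30 min ambient → fluorescence polarization. Tris pH 7.5/NaCl/DTT/BSA buffer.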
FLuc counter = qHTS profiling assay for firefly luciferase inhibitor/activator using purifed enzyme and Km concentrations of substrates (counterscreen for miR-21 project); Luciferin 4-monooxygenase (Photinus pyralis), P08659; actives 6.9% (n = 360,000); purified FLuc, Km substrates, luminescence inhibition; Potency, µM (highest dose often 57.5 µM), for the others: at the top dose activity change, negative = inhibition, actives largely listed as inhibitors; AID 588342, 2011;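 further: plate controls were vehicle for no effect and reference inhibitor for full effect; nearly all actives have a fitted effect of over 55% in size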
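Biochemical qHTS of compounds, final roughly 60 µM downward over six points, against 10 nM purified firefly luciferase using Km concentrations of substrates (10 uM D-luciferin, 10 uM ATP) in Tris acetate pH 7.5 buffer; luminescence output.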
RORg inh = qHTS for inhibitors of ROR gamma transcriptional activity | Drosophila S2 Gal4-RORgamma UAS-luciferase reporter, 20 h | Nuclear receptor ROR-gamma (Mus musculus), P51450 | actives 5.4% (n = 310,000) | Potency, µM (series often up to 53.6 µM), without a hit: at the top dose activity change, negative = inhibition, hits mostly inhibitors; further: on the % scale 0 is the no-effect control and ±100 the full control effect; nearly all actives have a fitted effect of over 60% in size
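Stable Schneider cell line, Gal4 DNA-binding domain fused to ROR gamma, UAS-luciferase. Cmpd 1 hr RT → CuSO4 700 uM final → 20 hr RT → luciferase reagent 10 min → luminescence.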
ELG1 genotox = qHTS screen for small molecules that induce genotoxicity in human embryonic kidney (HEK293T) cells expressing luciferase-tagged ELG1; HEK293T ELG1-luciferase reporter, luminescence, 16 h; Potency, µM (series often up to 46 µM), for inactives: top-dose activity change, positive = activation, usual class: activators; actives 1.3% (n = 330,000); AID 504466, 2011; further: % of control where 0% means no effect; nearly all actives have a fitted effect of over 60% in size
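DMSO vehicle served as control against compound-treated ELG1-luciferase HEK293T cells; exposure lasted 16 hr at 37 °C and 5% CO2, followed by ONE-Glo luminescence detection after 30 min.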
BRCA1 expr act = qHTS Assay to Identify Small Molecule Activators of BRCA1 Expression; MCF7-BRCA1-FFLuc reporter, luminescence, 48 h; response scale: scaled: vehicle 0%, 10 µM genistein 100%; Potency, µM (titrated, usually from 46.1 µM), inactives show at the highest dose activation, actives largely listed as activators; actives 1.1% (n = 380,000); further: nearly all actives have a fitted effect of over 80% in size; some results filed as inactive show a strong effect at the top dose
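48 h compound treatment of MCF7-BRCA1-FFLuc cells (phenol-red free MEM, 37 °C), then 15 min with luciferase substrate and luminescence imaging.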
VP16 counter = VP16 counterscreen qHTS for inhibitors of ROR gamma transcriptional activity | Drosophila S2 Gal4-VP16 UAS-luciferase, luminescence, 20 h | Potency, µM (titrated, usually from 53.6 µM), for the others: top-dose activity, negative = inhibition, usual class: inhibitors | actives 3.5% (n = 310,000) | AID 2546, 2010;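 further: Gal4-VP16 expression switched on by copper sulfate through the metallothionein promoter; on the % scale 0 is the no-effect control and ±100 the full control effect; nearly all actives have a fitted effect of over 50% in size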
uPA surface inh = qHTS for Inhibitors of Cell Surface uPA Generation | cell surface uPA generation assay, qHTS | Potency, µM (highest dose often 38.3 µM), for inactives: at the top dose activity change, negative = inhibition, usual class: inhibitors | actives 0.31% (n = 330,000) | AID 540303, 2011; active means well fitted inhibition curve with a large enough effect; inconclusive means small, poorly fitted or top-dose-only effect; inactive means no such curve, though single readings can be large or run the other way; tested in mouse RAW 264.7 cells; further: on the % scale 0 is the no-effect control and ±100 the full control effect; nearly all actives have a fitted effect of over 55% in size
Rab9 prom act = qHTS Assay for Rab9 Promoter Activators; Huh7 Rab9 promoter-luciferase reporter, luminescence, 24 h; Potency, µM (highest dose often 9.22 µM), without a hit: top-dose activation, negative = inhibition, usual class: activators; actives 2.8% (n = 320,000); further: % of control where 0% means no effect; nearly all actives have a fitted effect of over 60% in size
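Cells were plated at 1500 per well in reduced-serum medium with 10% FBS and left 2 h. Compound in DMSO was then added for 24 h at 37 °C. Reporter signal was read by luminescence after 10 min with luciferase detection reagent.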
An asterisk follows results filed as active; [ ] = another dose, or the depositor's remark. Unless noted, the call rests on the fitted dose curve; in most records, active means well fitted curve in the direction sought with a large enough effect; inconclusive means small, poorly fitted or top-dose-only effect, or another doubt; inactive means no such curve, though single readings can be large; an effect the other way counts as inactive or inconclusive. Potency means the concentration at half of the fitted maximal effect. This is a subset. The share of hits here may be higher or lower than overall.

For COc1ccc(OC(=O)c2cccc(S(=O)(=O)N3CCCC3)c2)cc1 the results were MBNL1-CUG inh -4%, NPC1 prom act 0%, p53 reactivation -3%, MLL CXXC-DNA inh 3%, FLuc counter -2%, RORg inh -8%, ELG1 genotox 6%, BRCA1 expr act -4%, VP16 counter -5% and Rab9 prom act 1%.
NC(=O)c1ccc(-c2nnn(CC(=O)N(C3CCCC3)C3CCS(=O)(=O)C3)n2)cc1 (configuration not stated) was read as NPC1 prom act -5%, p53 reactivation 26%, FLuc counter -1%, ELG1 genotox 2%, BRCA1 expr act 1%, uPA surface inh -10% and Rab9 prom act -9%.
Screening CN(C)CCN(C(=O)c1ccc(C(=O)c2ccccc2)cc1)c1nc2cc3c(cc2s1)OCO3 returned MBNL1-CUG inh -5%, NPC1 prom act -3%, p53 reactivation 20%, MLL CXXC-DNA inh -7%, FLuc counter 6%, RORg inh -16%, ELG1 genotox -5%, BRCA1 expr act 4%, VP16 counter -6%, uPA surface inh -20% and Rab9 prom act -2%.
`O=C(CCc1nc(-c2ccccc2)no1)NCc1ccccc1CN1CCOCC1` gave NPC1 prom act -1%, p53 reactivation 14%, FLuc counter 0%, ELG1 genotox 1%, BRCA1 expr act -1%, uPA surface inh -4% and Rab9 prom act 7%.
`Cc1ccc(NC(=O)CNc2ccc(OC(C)C)cc2)c(C)c1` gave MBNL1-CUG inh -2%, NPC1 prom act -1%, p53 reactivation 0%, MLL CXXC-DNA inh -16%, FLuc counter inconclusive, RORg inh -7%, ELG1 genotox 1%, BRCA1 expr act -11%, VP16 counter -2%, uPA surface inh 3% and Rab9 prom act 0%.
Screening COc1ccc(C(=O)Nc2cccnc2)cc1C(=O)Nc1cccnc1 returned MBNL1-CUG inh inconclusive, NPC1 prom act 1%, p53 reactivation 8%, MLL CXXC-DNA inh -6%, FLuc counter 0%, RORg inh 19%, ELG1 genotox 2%, BRCA1 expr act 1%, VP16 counter -9%, uPA surface inh 4% and Rab9 prom act 1%.
`COc1cccc(C(=O)N(Cc2nc(-c3ccc(C)cc3)no2)C(C)C)c1` gave MBNL1-CUG inh -6%, NPC1 prom act -4%, p53 reactivation -9%, MLL CXXC-DNA inh -2%, FLuc counter 4%, RORg inh -1%, ELG1 genotox inconclusive, BRCA1 expr act 3%, VP16 counter 1%[0.365 µM] and Rab9 prom act -2%.
Screening CCOc1cc(/C=C(\C#N)C(=O)Nc2ccccc2[N+](=O)[O-])ccc1OCc1cccc2ccccc12 returned MBNL1-CUG inh 6%, NPC1 prom act 28%, p53 reactivation 3%, MLL CXXC-DNA inh -3%, FLuc counter 1%, RORg inh -4%, ELG1 genotox 0%, VP16 counter -9% and Rab9 prom act 19%.
CCN(CC1COc2ccccc2O1)C(=S)Nc1ccc(F)cc1 (configuration not stated) was read as NPC1 prom act -1%, p53 reactivation 2%, MLL CXXC-DNA inh 4%, FLuc counter 2%, RORg inh inconclusive, ELG1 genotox -3%, BRCA1 expr act -8%, VP16 counter inconclusive, uPA surface inh 0% and Rab9 prom act -4%.
Screening COc1ccc(S(=O)(=O)N2CCC(C(=O)N[C@@H](C)C(=O)NCc3ccccc3OC)CC2)cc1 returned MBNL1-CUG inh -5%, NPC1 prom act 0%, p53 reactivation -1%, MLL CXXC-DNA inh 54%[activator], FLuc counter 2%, RORg inh 14%, ELG1 genotox 0%, BRCA1 expr act -3%, VP16 counter 8%, uPA surface inh 3% and Rab9 prom act -8%.
For Cc1cccc(-c2cnn(-c3cccc([N+](=O)[O-])c3)c2N)c1 the results were MBNL1-CUG inh inconclusive, NPC1 prom act 18%, p53 reactivation 12%, MLL CXXC-DNA inh -5%, FLuc counter inconclusive, RORg inh 17%, ELG1 genotox 8%, BRCA1 expr act 64%, VP16 counter 3%, uPA surface inh 3% and Rab9 prom act 28%.
O=C(NNC(=O)c1cc2ccccc2cc1O)Nc1ccccc1F was read as MBNL1-CUG inh 10%, NPC1 prom act 0%, p53 reactivation inconclusive, MLL CXXC-DNA inh inconclusive, FLuc counter -1%, RORg inh -6%, ELG1 genotox -1%, BRCA1 expr act 18%, VP16 counter -12%, uPA surface inh 8% and Rab9 prom act 15%.
For c1ccc(Cn2nnc3c(N4CCc5ccccc54)ncnc32)cc1 the results were MBNL1-CUG inh 3%, NPC1 prom act -4%, p53 reactivation -3%, MLL CXXC-DNA inh 0%, FLuc counter 1%, RORg inh -3%, ELG1 genotox 1%, BRCA1 expr act 10%, VP16 counter 7%, uPA surface inh 6% and Rab9 prom act 7%.
NC(=O)Nc1ccc(Oc2ncc(C(F)(F)F)cc2Cl)cc1 was read as NPC1 prom act 8%, p53 reactivation -2%, MLL CXXC-DNA inh 6%, FLuc counter -6%, RORg inh -30%, ELG1 genotox 0%, BRCA1 expr act -5%, VP16 counter -2%, uPA surface inh 0% and Rab9 prom act 1%.
Screening Cc1ccc(S(=O)(=O)NCCSCc2ccccc2)cc1 returned MBNL1-CUG inh inconclusive, NPC1 prom act -2%, p53 reactivation -4%, MLL CXXC-DNA inh 3%, FLuc counter inconclusive, RORg inh 27%, ELG1 genotox 1%, BRCA1 expr act -23%, VP16 counter 6%, uPA surface inh 6% and Rab9 prom act -7%.
CC(=O)Nc1ccccc1C(=O)N1CC(C)OC(C)C1 (configuration not stated) was read as MBNL1-CUG inh 5%, NPC1 prom act 1%, p53 reactivation 7%, MLL CXXC-DNA inh 0%, FLuc counter 1%, RORg inh 17%, ELG1 genotox 1%, BRCA1 expr act 3%, VP16 counter -1%, uPA surface inh -1% and Rab9 prom act 3%.
For Nc1nnc(CC(=O)N/N=C/c2ccc(-c3ccc(Cl)cc3Cl)o2)s1 the results were MBNL1-CUG inh 8%, NPC1 prom act 0%, p53 reactivation 2%, MLL CXXC-DNA inh -4%, FLuc counter -2%, RORg inh 2%, ELG1 genotox 8%, BRCA1 expr act 19%, VP16 counter -26%, uPA surface inh 3% and Rab9 prom act -2%.
CCOC(=O)C1=C(C)N=C2SC(C(=O)OC)=CC(=O)N2C1c1cc(OC)c(OC)c(OC)c1 (configuration not stated) was read as MBNL1-CUG inh inconclusive, NPC1 prom act 1%, p53 reactivation -10%, MLL CXXC-DNA inh 7%, FLuc counter 5%, RORg inh -15%, ELG1 genotox -1%, BRCA1 expr act 17%, VP16 counter -5%, uPA surface inh -2% and Rab9 prom act 0%.
Screening COc1ccccc1OCc1ccc(C(=O)n2nc(C)c(Cl)c2C)o1 returned MBNL1-CUG inh 3%, NPC1 prom act 8%, p53 reactivation 9%, MLL CXXC-DNA inh 4%, FLuc counter inconclusive, RORg inh -26%, ELG1 genotox 4%, BRCA1 expr act 16%, VP16 counter -1% and Rab9 prom act -2%.
For CC(=O)c1cccc(NS(=O)(=O)N2CCCCC2)c1 the results were MBNL1-CUG inh -8%, NPC1 prom act -1%, p53 reactivation 0%, MLL CXXC-DNA inh -9%, FLuc counter 0%, RORg inh -20%, ELG1 genotox -2%, BRCA1 expr act 16%, VP16 counter 3%, uPA surface inh 10% and Rab9 prom act -1%.
Screening COC(=O)c1sc(N2C(=O)C(O)=C(C(=O)c3ccc(C)o3)C2c2ccc(F)cc2)nc1C (configuration not stated) returned MBNL1-CUG inh 11%, NPC1 prom act -1%, p53 reactivation -22%, MLL CXXC-DNA inh 1%, FLuc counter 2%, RORg inh 30%[0.365 µM], ELG1 genotox -16%, BRCA1 expr act -3%, uPA surface inh -4% and Rab9 prom act 0%.
Cc1cccc(NC(=S)NC2CC3CCCC(C2)N3Cc2ccccc2)c1C (configuration not stated) was read as MBNL1-CUG inh 4%, NPC1 prom act 0%, p53 reactivation 0%, MLL CXXC-DNA inh -6%, FLuc counter 2%, RORg inh 14µM*, ELG1 genotox -8%, BRCA1 expr act -19%, VP16 counter inconclusive, uPA surface inh -11% and Rab9 prom act 3%.
